Assay outcomes: PubChem, Sanford-Burnham Center for Chemical Genomics
Hsp70 inhibitors – Hsp70 inhibitors, probe displacement, primary screen, biochemical, fluorescence polarization (AID 583) | Heat shock 70 kDa protein 1A (Homo sapiens) | Hsp70 fluorescence polarization probe displacement, mP; higher % means a stronger effect | displacement, % at 20 µM, or IC50 in µM where a hit was titrated | 140,000 compounds, 0.06% hits; in the data active means displacement above about 50%;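 further: plate controls were vehicle for no effect and reference ligand for full effect; a part of the inactive calls stands beside numbers as strong as those of hits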
Rat MKP-3 inhibitors – MKP-3 phosphatase inhibitors, primary screen, biochemical, rat enzyme, in vitro (AID 425); Dual specificity protein phosphatase 6 (Rattus norvegicus); recombinant MKP-3 phosphatase activity, fluorescence; higher % means a stronger effect; inhibition, % at 20 µM; hits with a dose series show IC50 in µM; 110,000 compounds, 0.17% hits; in the data active means inhibition above about 50%;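 further: plate controls were vehicle for no effect and reference inhibitor for full effect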
Active calls of the source: *; . = not tested or not shown; & = joins results of further samples. These rows are one share of the data; the hit share may differ from the screen's.

Values run as follows: Rat MKP-3 inhibitors	Hsp70 inhibitors
> Cc1n[nH]c(C)c1CCCCCCOc1ccc(C(C)(C)C)cc1
 : 3.3%	1.6%
> COc1ccc(CCNC(=O)CN(c2ccc(F)cc2)S(=O)(=O)c2ccccc2)cc1OC
 : -1.8%	-2.4%
> NS(=O)(=O)c1cc2c(cc1Cl)NC=NS2(=O)=O
 : -8.6%	-1.4%
> O=c1[nH]c(NCc2ccccc2)nc2c1CCCC2
 : -4.3%	2.8%
> CCOC(=O)c1ccoc1CSCc1ccc(C(=O)OC)o1
 : -3.0%	-0.5%
> CCN(c1ccccc1C(=O)O)S(=O)(=O)/C=C/c1ccccc1
 : -3.8%	-0.3%
> OC(COc1ccc2ccccc2c1)CN1CCN(c2ccc(F)cc2)CC1 (configuration not stated)
 : 1.4%	3.4%
> COC(=O)c1ccccc1NC(=O)CN1CCOCC1
 : .	-4.6%
> COC(=O)C1CCN(C(=O)c2c(-c3ccccc3Cl)noc2C)CC1
 : 4.7%	-3.1%
> O=C(c1ccc(N(Cc2ccc([N+](=O)[O-])cc2)Cc2ccc([N+](=O)[O-])cc2)cc1)C(F)(F)F
 : -2.8%	0.7%
> Cc1ccc(NC(=O)C2CC(=O)n3ncnc3N2)cc1 (configuration not stated)
 : .	1.9%
> Cc1sc2c(c1C)CN(Cc1ccco1)CN2C(=O)c1ccccc1
 : 5.6%	-3.9%
> COc1ccc(S(=O)(=O)Nc2cc(C)ccc2OC)cc1Br
 : 3.8%	-0.6%
> Cc1cc(-n2c(C)cc(C(=O)CSc3nnnn3-c3ccc(Cl)cc3)c2C)no1
 : 3.4%	2.0%
> Cc1ccc2[nH]c3c(c2c1)CN(C(=O)CN1c2ccc(F)cc2CCC1C)CC3 (configuration not stated)
 : .	-2.3%
> CC(C)c1nccn1S(=O)(=O)c1ccc(Cl)cc1Cl
 : 0.1%	1.8%
> CC(=O)c1cccc(NC(=O)c2cc(I)ccc2Cl)c1
 : 2.4%	-2.6%
> O=c1oc2cc(O)ccc2c2ccccc12
 : .	-2.6%
> CCOCCOC(=O)c1ccc(NC(=O)COc2ccc(C)cc2C)cc1
 : 4.1%	1.4%
> Cc1ccc(C(=O)C2=C(O)C(=O)N(CCCn3ccnc3)C2c2ccc(OC(C)C)cc2)o1 (configuration not stated)
 : 2.0%	4.5%
> COc1ccc(N2C(=O)C(Cl)=C(Nc3c(C)n(C)n(-c4ccccc4)c3=O)C2=O)cc1
 : 1.2%	1.5%
> CCCc1cc(=O)[nH]c(SCc2ccccc2Cl)n1
 : .	1.1%
> COC(=O)c1cc(C(=O)OC)n(Cc2ccc(Cl)cc2Cl)n1
 : .	0.1%
> Cc1cc(Cl)ccc1OCC(=O)Nc1ccc(C(N)=O)cc1
 : 1.4%	-5.2%
> CCCCn1c(SCC(=O)Nc2cc(NC(=O)c3ccco3)ccc2C)nc2ccccc2c1=O
 : 14.2%	-6.2%
> CCOc1ccc2[nH]c(O)c(NC(C)=O)c2c1
 : 1.1%	-0.4%
> Fc1ccc(NC(=S)N(CCN(C(=S)Nc2ccc(F)cc2)c2ccccc2)c2ccccc2)cc1
 : 1.6%	-1.9%
> CCCCNC(=O)c1ccc2c(c1)ncn2C1CCCCC1
 : 7.8%	-3.8%
> CCCc1cc(=O)[nH]c(SCC(=O)N(C)CC(=O)Nc2ccccc2CC)n1
 : -19.3%	2.2%
> COC(=O)/C=C(\C)NC(=O)c1ccc(F)cc1
 : .	2.3%

Full records, looked up by structure. Values in the order: Rat MKP-3 inhibitors	Hsp70 inhibitors
Record of `Cc1ccc(NC(=O)C2CC(=O)n3ncnc3N2)cc1` (configuration not stated) → .	1.9%
Record of `CCCCn1c(SCC(=O)Nc2cc(NC(=O)c3ccco3)ccc2C)nc2ccccc2c1=O` → 14.2%	-6.2%
Record of `COc1ccc(S(=O)(=O)Nc2cc(C)ccc2OC)cc1Br` → 3.8%	-0.6%
Record of `NS(=O)(=O)c1cc2c(cc1Cl)NC=NS2(=O)=O` → -8.6%	-1.4%
Record of `Cc1ccc2[nH]c3c(c2c1)CN(C(=O)CN1c2ccc(F)cc2CCC1C)CC3` (configuration not stated) → .	-2.3%

Other results.
Values run as follows: Rat MKP-3 inhibitors	Hsp70 inhibitors
> COc1cccc(NC2=NS(=O)(=O)c3cc([N+](=O)[O-])ccc32)c1
 : 1.3%	0.8%
> O=C1C2CC=C(Cl)CC2C(=O)N1CC1OCCc2ccccc21 (configuration not stated)
 : .	9.7%
> COc1cccc(NC(=O)CNC(=O)c2cccs2)c1
 : -4.2%	-3.1%
> COc1cccc(C(=O)Nc2ccc(C(=O)O)cc2)c1
 : 4.2%	0.2%
> COC(=O)c1cccc(NS(=O)(=O)c2ccc(NC(C)=O)cc2)c1C
 : .	-2.1%
> CCCCNCCCCOc1cccc(Cl)c1
 : -0.8%	-4.2%
> COc1cc(NC(=O)Cc2cccs2)cc(OC)c1
 : -16.6%&4.1%	-1.9%&2.3%
> COC(=O)c1cc(Br)c(=O)n(CCN2CCCC2)c1
 : .	1.1%
> CCOC(=O)c1sc(NC(=O)c2ccc(Cl)cc2[N+](=O)[O-])nc1C
 : 3.8%	-2.0%
> O=C1CC(c2ccc(Cl)cc2)n2nc(N3C(=O)c4ccccc4C3=O)nc2N1 (configuration not stated)
 : 2.6%	4.5%
> O=C(c1ccccc1S(=O)(=O)NCc1ccccc1)N1CCCC1
 : -6.1%	3.1%
> Cc1c(C(=O)N2CCN(c3ccc([N+](=O)[O-])cc3)CC2)oc2ccccc12
 : -0.4%	-0.5%
> COc1cccc(N2C(=O)C3CC=C(Cl)CC3C2=O)c1 (configuration not stated)
 : -1.8%	9.2%
> CCOC(=O)c1c(NC(=O)COc2cc(Cl)ccc2Cl)sc(C)c1C
 : 0.4%	-2.3%
> Cc1ccccc1-c1cc(-c2ccccc2O)n[nH]1
 : -6.5%	3.1%
> Cc1c(F)cccc1NC(=O)CCC(=O)O
 : -10.8%	6.2%
> CCN1C(=O)C(O)(CC(=O)c2ccccn2)c2ccccc21 (configuration not stated)
 : .	-11.3%
> COc1ccc(-c2nc(-c3ccccc3)c(-c3cc([N+](=O)[O-])ccc3C)[nH]2)c(OC)c1
 : -4.5%	2.6%
> c1ccc2sc(N3CCOCC3)nc2c1
 : .	6.4%
> Nn1c(-c2ccco2)n[nH]c1=S
 : -13.2%	-5.5%
> C=CCNC(=O)CN(c1cccc(Br)c1)S(=O)(=O)c1ccccc1
 : -3.4%	2.5%
> CC(C)(C)c1ccc(S(=O)(=O)Nc2nccs2)cc1
 : 0.2%	-1.6%
> COc1ccc(C(=O)Nc2cc(C(F)(F)F)ccc2Cl)cc1
 : 4.1%	2.8%
> O=C(NCC1CCCO1)C1C2C=CC3(CN(Cc4cccs4)C(=O)C13)O2 (configuration not stated)
 : 1.0%	1.1%
> Cc1cc(=S)[nH]c2c(C)cccc12
 : .	1.0%
> CCN1CCN(CCCNC(=O)c2cc3sccc3n2CC)CC1
 : -12.1%	-4.8%
> O=C1NC(=S)N/C1=C/c1ccc(OCc2cccc(C(=O)O)c2)cc1
 : -0.2%	5.7%
> COC(=O)c1c(NC(=O)c2cnccn2)sc2c1CCCCCC2
 : 4.7%	-8.4%
> COc1cc(/C=C2\C(=O)N(c3cccc(C(=O)O)c3)N=C2C)cc([N+](=O)[O-])c1O
 : -1.6%	9.6%
> CC(=O)c1ccc(OCC(O)CN2C(C)CCCC2C)cc1 (configuration not stated)
 : -10.3%	2.7%

Sorted by number of heavy atoms (rising): 3 of the compounds above.
Values run as follows: Rat MKP-3 inhibitors	Hsp70 inhibitors
> Cc1cc(=S)[nH]c2c(C)cccc12
 : .	1.0%
> CCOC(=O)c1c(NC(=O)COc2cc(Cl)ccc2Cl)sc(C)c1C
 : 0.4%	-2.3%
> CCOCCOC(=O)c1ccc(NC(=O)COc2ccc(C)cc2C)cc1
 : 4.1%	1.4%

Next section:
Values run as follows: Rat MKP-3 inhibitors	Hsp70 inhibitors
> O=C(O)C(NC(=O)c1ccccc1)=C1CCCCC1
 : 3.4%	1.5%
> COc1c(S(=O)(=O)n2nc(C)cc2C)ccc(Cl)c1Cl
 : -2.4%	6.4%
> CC(=O)c1c(C)[nH]c(C(=O)N2CCN(C(=O)c3ccco3)CC2)c1C
 : -4.2%	1.6%
> CCc1cccc(CC)c1N(COC)C(=O)Cn1c(CO)nc2ccccc21
 : 1.5%	6.5%
> COCCN1C(=O)C(=O)/C(=C(/O)c2cccc(S(=O)(=O)N(C)C)c2)C12C(=O)N(C)c1ccccc12 (configuration not stated)
 : -7.2%	4.2%
> O=C(Nc1ccc2c(c1)C(=O)N(c1ccccc1)C2=O)c1ccccc1Cl
 : -0.8%	1.0%
> CCC(C(=O)Nc1cccc(Br)c1)c1ccccc1 (configuration not stated)
 : 2.3%	-3.6%
> N#C/C(=C\Nc1ccccc1)c1nc(-c2cc3cc(Br)ccc3oc2=O)cs1
 : 0.1%	2.1%
> Cc1sc2ncnc(SCC(=O)N3CCC(c4noc5ccc(F)cc45)CC3)c2c1C
 : .	2.8%
> CCOC(=O)c1cc(OC(=O)c2cccc([N+](=O)[O-])c2)n(-c2ccccc2)n1
 : .	-0.2%
> Cc1cc2n(n1)SC(Nc1cccc3ccccc13)N2 (configuration not stated)
 : .	2.5%
> CC(=O)Nc1ccc(NC(=O)CSC2=NCCS2)cc1
 : -5.2%	2.2%
> O=C(Nc1ccc2c(c1)OCCO2)c1ccccc1Br
 : -1.6%	1.1%
> O=C(NCCN1CCN(c2cccc(Cl)c2)CC1)c1cccn2c(=O)c3ccccc3nc12
 : -3.7%	-3.2%
> CCOC(=O)N1CCN(C(=O)Nc2ccc3nccnc3c2)CC1
 : .	0.4%
> COc1cccc(C2C=C(c3ccc(OC)cc3OC)Nc3nnnn32)c1 (configuration not stated)
 : 4.8%	3.0%
> c1cc2c3c(cccc3c1)-c1nc3nonc3nc1-2
 : 2.4%	4.2%
> Cc1ccc(OCC(=O)O/N=C(\N)c2ccccn2)c(C)c1
 : -0.5%	-1.0%
> O=C(Cn1cnc2c(nnn2Cc2ccc(F)cc2)c1=O)NCc1ccc2c(c1)OCO2
 : .	0.7%
> O=c1[nH]c(SCc2ccccc2)nc2ccccc12
 : 2.4%	1.8%
> O=C1NC(=S)N/C1=C\c1ccc(-c2cccc([N+](=O)[O-])c2)o1
 : 0.1%	0.3%
> CC(C)Oc1ccc(C(=O)Nc2ccc(NC(=O)c3ccco3)c(Cl)c2)cc1
 : .	-1.3%
> CCC(=O)Nc1cccc2c1C(=O)c1ccccc1C2=O
 : 3.4%	-6.5%
> O=S(=O)(NC1c2cccc3cccc(c23)C1N1CCNCC1)c1ccccc1 (configuration not stated)
 : -2.6%	2.2%
> CCOC(=O)Oc1ccc2c(c1)C(C)=CC(C)(C)N2C(=O)OCC
 : -2.5%	-0.5%
> COc1ccc(NC(=O)C2CC(=O)N(C)C(=Nc3ccc4c(c3)OCO4)S2)cc1 (configuration not stated)
 : -6.0%	7.9%
> CCCCc1c(C)nc2ccc(C(=O)O)cc2c1Cl
 : 0.0%	0.1%
> O=C(Nc1ccc2nn(-c3ccc(F)cc3)nc2c1)c1ccccc1I
 : 5.2%	-1.1%
> CCC(Sc1nc2cc3c(cc2c(=O)n1Cc1ccco1)OCO3)C(=O)NCCOC (configuration not stated)
 : .	0.9%
> COc1ccc(C2C(C(=O)/C=C/c3ccccc3)=C(O)C(=O)N2CCCCCC(=O)O)cc1OC (configuration not stated)
 : 1.7%	-4.9%
> Cc1c(C(=O)NCCN2CCOCC2)oc2ccccc12
 : -6.8%	-1.9%
> O=C(O)/C=C/C(=O)Nc1ccc(C2(c3ccc(NC(=O)/C=C/C(=O)O)cc3)c3ccccc3-c3ccccc32)cc1
 : 5.9%	-0.2%
> C/C(=N\N=C1\NC(=O)C(CC(=O)Nc2ccc(F)cc2)S1)C(C)(C)C (configuration not stated)
 : -3.0%	1.3%
> Cc1ccc(C)c(OCCCN2CCCC2)c1
 : -10.7%	-2.9%
> COc1ccc(C(=O)Cn2nnc(-c3ccccc3F)n2)cc1
 : -2.3%	-1.1%
> Cc1cnc(NC(=O)CSc2nnc(CNc3ccc(F)cc3)n2CC2CCCO2)s1 (configuration not stated)
 : -9.5%	5.3%
> Cc1noc(NS(=O)(=O)c2ccc(N/C=C/C(=O)c3ccncc3)cc2)c1C
 : .	7.2%
> CC1Cc2nc(SCC(=O)N3CCCc4ccccc43)n(C)c(=O)c2S1 (configuration not stated)
 : 1.1%	5.2%
> CCCCC(=O)N1c2c(C)cccc2C(Nc2ccccc2C)CC1C (configuration not stated)
 : 1.2%	4.7%
> Nc1nc(SCc2ccc(Cl)cc2)nc2sc3c(c12)CCN(Cc1ccccc1)C3
 : 12.0%	-3.0%
> CCOC(=O)C1=C(O)/C(=C/c2ccc(N(C)C)cc2)SC1=Nc1ccc(Cl)cc1
 : 2.3%	-67.3%
> Cc1cccc(N2C(=O)c3cccnc3C2=O)c1
 : .	7.0%
> Cc1nc(SCc2ccc([N+](=O)[O-])cc2)nc2ccccc12
 : 1.3%	0.6%
> CCOC(=O)c1c(NC(=O)CCCOc2ccccc2)sc2c1CCC2
 : 3.3%	1.4%
> COC(=O)C1=C(C)NC(=O)N(C(C)=O)C1c1cccs1 (configuration not stated)
 : 3.0%	-4.1%
> CCOc1ccc2nc3c(cc2c1)CN(CCCO)C(=NCCOC)S3
 : -4.4%	1.7%
> CCC(=O)O[C@]1(C(=O)CCl)[C@@H](C)C[C@H]2[C@@H]3CCC4=CC(=O)C=C[C@]4(C)[C@@]3(F)[C@@H](O)C[C@@]21C
 : -5.2%	3.1%
> CCCOC(=O)c1ccc(NC(=S)NC(=O)COc2ccccc2)cc1
 : 2.9%	-1.0%
> COc1ccc(C2c3c(ncn(CCN4CCOCC4)c3=N)Oc3ccc4ccccc4c32)cc1OC (configuration not stated)
 : .	-4.2%
> O=C(Nc1nc2ccccc2n1CCOc1ccccc1)c1ccc(F)cc1
 : 0.9%	3.0%
> O=C(CNC(=O)c1ccco1)NCC(=O)OCc1cccc(C(=O)Oc2ccccc2)c1
 : 14.4%	3.4%
